# Source: PubChem
# NR0B1 inh – inhibitors of human orphan nuclear receptor DAX1 (NR0B1). P51843. HEK293 Gal4-DAX1 luciferase reporter, luminescence. inhibition, % at 6.75 µM. 0.99% of 340,000 active. AID 504766;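 active = inhibition above the mean over all tested compounds plus 3 SD, cut at about 4.2% in these data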;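 also: 0% = DAX1-transfected cells with DMSO and 100% = empty-vector control cells with DMSO; inhibition shows as a rise in luminescence from relieved DAX1 repression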
# Target sequence (P51843 207-470 limits assumed): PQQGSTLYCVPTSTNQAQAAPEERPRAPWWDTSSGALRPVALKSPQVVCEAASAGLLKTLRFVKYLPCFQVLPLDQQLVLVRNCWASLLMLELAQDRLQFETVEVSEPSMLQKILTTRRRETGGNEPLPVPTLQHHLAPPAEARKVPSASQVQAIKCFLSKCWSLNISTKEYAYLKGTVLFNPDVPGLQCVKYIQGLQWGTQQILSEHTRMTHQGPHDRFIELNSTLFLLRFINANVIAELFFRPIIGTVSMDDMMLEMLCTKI
# FXN GAA850 act – frataxin GAA850 promoter activation | HEK293 lucGAA850 FXN promoter luciferase reporter, 24 h; percent of 10 µM SAHA response | activation, % at 6 µM | 0.56% of 360,000 active;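 active = activation above the average of all compounds screened plus 3 SD, cutoff fixed separately per campaign, cut at about 7.5% in these data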;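 also: 0% = DMSO wells and 100% = 10 µM SAHA wells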
# * = called active by the depositor. Only part of the results is shown. The share of hits here may be higher or lower than overall.
SMILES,NR0B1 inh,FXN GAA850 act
O=c1c(O[C@@H]2O[C@H](CO)C(O)C2O)c(-c2ccc(O)c(O)c2)oc2cc(O)cc(O)c12 (some centres undefined),0.4,-0.8
C[C@H]1c2cccc(O)c2C(O)=C2C(=O)[C@]3(O)C(O)=C(C(N)=O)C(=O)[C@@H](N(C)C)[C@@H]3[C@@H](O)[C@@H]21,-0.1,19*
